GAA glycogen mod – inhibitors or activators of human alpha-glucosidase glycogen cleavage; P10253; recombinant GAA, glycogen substrate, Amplex Red glucose oxidase fluorescence; Potency, µM (highest dose often 76.4 µM), without a hit: at the highest dose activity change, negative = inhibition, hits mostly inhibitors; 0.38% of 300,000 active; AID 2100; active = well fitted inhibition curve with a large enough effect; inconclusive = small, poorly fitted or top-dose-only effect, or another doubt; inactive = no such curve, though single readings can be large or run the other way;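 also: 0% = full enzyme reaction and -100% = no-enzyme basal signal; the screen sought inhibitors and activators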
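Recombinant human enzyme (4 nM); glycogen substrate; 37 C, 40 min, pH 5.0. Readout: coupled glucose oxidase/Amplex Red fluorescence.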
* = called active by the depositor; & = joins results of further samples; [ ] = another dose, or the depositor's remark. Potency is read from the fitted curve at half-maximal effect. Some of the compounds tested; count on the stated rates, not on these rows.

What do the screens show for `COc1ccc(-c2csc3nc(-c4ccc(Cl)cc4)oc(=O)c23)cc1`?
GAA glycogen mod: -1.8%[76.3 µM]

How did CCCn1nnnc1NCc1ccccc1F do in these assays?
GAA glycogen mod: -1.0%[76.3 µM]

What do the screens show for `COc1ccc(-n2c(SCCC(C)C)nc3sc4c(c3c2=O)CC(C(C)C)OC4)cc1` (stereo not given)?
GAA glycogen mod: -14.7%[76.3 µM]

How did CC(=O)c1cccc(NC(=O)C2=CC(c3ccc4c(c3)OCO4)=NS(=O)(=O)N2C)c1 do in these assays?
GAA glycogen mod: inconclusive

Results for COC(=O)Cc1c(C)c2ccc3c(c2oc1=O)CN(Cc1ccc(C)cc1)CO3 ?
GAA glycogen mod: -2.6%[76.3 µM]

How did CCOC(=O)N1CCC(N2CCN(c3ccccc3)CC2)CC1 do in these assays?
GAA glycogen mod: 4.3%[76.3 µM]

What do the screens show for `COc1ccc(NC(=O)COc2ccc(C(=O)c3ccc(F)cc3)cc2)cc1S(N)(=O)=O`?
GAA glycogen mod: -5.6%[76.3 µM]

Results for COc1ccc(-c2nc3ccccc3o2)cc1NC(=O)C(C)Oc1ccc(Cl)cc1Cl (stereo not given) ?
GAA glycogen mod: -0.9%[76.3 µM]

How did CCNC(=S)N1CCN(c2nc(-c3ccc(F)cc3)cs2)CC1 do in these assays?
GAA glycogen mod: 1.5%[76.3 µM]

Results for CCN(C(=O)CSc1nc2n[nH]c(C)c2c(=N)n1-c1ccc(Cl)c(C)c1)c1cccc(C)c1 ?
GAA glycogen mod: 6.0%[76.3 µM]

What do the screens show for `O=C(O)C(Cc1ccc(F)cc1)c1ccccc1` (stereo not given)?
GAA glycogen mod: 14.4%[76.3 µM]

How did Cc1ccc(S(=O)(=O)N(CC(O)Cn2c3ccccc3c3ccccc32)c2cccc(C(=O)N(C)C)c2)cc1 (stereo not given) do in these assays?
GAA glycogen mod: 1.5%[76.3 µM]

How did Cc1cc(C)cc(N(CC(=O)NCc2ccccc2Cl)S(=O)(=O)c2c(C)[nH]c(=O)[nH]c2=O)c1 do in these assays?
GAA glycogen mod: -1.6%[76.3 µM]

Results for O=c1c2sc3ccccc3c2n(Cc2ccccc2)c(=O)n1Cc1ccccc1 ?
GAA glycogen mod: -8.7%[76.3 µM]

How did CC(C)CCNC(=O)c1cn(CC(C)C)c(=O)c2c1c1ccccc1n2C do in these assays?
GAA glycogen mod: -11.3%

Results for O=C1NCCN1CCNS(=O)(=O)c1ccccc1[N+](=O)[O-] ?
GAA glycogen mod: -6.4%

What do the screens show for `O=C1Cc2ccccc2C(c2c(Cl)cccc2Cl)N1` (stereo not given)?
GAA glycogen mod: -10.0%[76.3 µM]

What do the screens show for `COc1ccc(/C=C(/NC(=O)c2ccccc2)C(=O)NCCCn2ccnc2)cc1OC`?
GAA glycogen mod: 1.8%[76.3 µM]

What do the screens show for `COc1ccc(-n2nc3ccc(NC(=O)COc4ccc(C)c(C)c4)cc3n2)cc1`?
GAA glycogen mod: 13.5%[76.3 µM]

Results for O=C(CSc1nc2c(c(=O)[nH]1)CCCC2)Nc1cccc(O)c1 ?
GAA glycogen mod: 9.2%[76.3 µM]

Nothing new here: an excerpt of the list.
What do the screens show for `O=C1Cc2ccccc2C(c2c(Cl)cccc2Cl)N1` (stereo not given)?
GAA glycogen mod: -10.0%[76.3 µM]

What do the screens show for `COc1ccc(/C=C(/NC(=O)c2ccccc2)C(=O)NCCCn2ccnc2)cc1OC`?
GAA glycogen mod: 1.8%[76.3 µM]

What do the screens show for `COc1ccc(-n2nc3ccc(NC(=O)COc4ccc(C)c(C)c4)cc3n2)cc1`?
GAA glycogen mod: 13.5%[76.3 µM]

Results for O=C(CSc1nc2c(c(=O)[nH]1)CCCC2)Nc1cccc(O)c1 ?
GAA glycogen mod: 9.2%[76.3 µM]

Next entries:
What do the screens show for `CCC(=O)Nc1nnc(S(=O)(=O)N(CC)c2ccc(OC)cc2)s1`?
GAA glycogen mod: 3.1%

Results for CN(Cc1ccccc1)C(=O)COC(=O)COc1ccc(C#N)cc1 ?
GAA glycogen mod: -0.2%[76.3 µM]

How did COc1ccc(C(=O)N2c3ccccc3C(C)(c3ccc(Cl)cc3)CC2(C)C)cc1 (stereo not given) do in these assays?
GAA glycogen mod: -20.6%[76.3 µM]

What do the screens show for `Cc1nc2nc(NCc3ccc(Cl)cc3)[nH]n2c(=O)c1Cc1ccccc1`?
GAA glycogen mod: 13.3%[76.3 µM]

How did COc1ccccc1C(=O)Nc1cccc2nc(C)ccc12 do in these assays?
GAA glycogen mod: -0.5%[76.3 µM]

What do the screens show for `CC(NC(=O)C(=O)N1CCOCC1)C(c1cccs1)N1CCN(c2ccccc2F)CC1` (stereo not given)?
GAA glycogen mod: 1.7%[76.3 µM]

Results for CCc1nc2ccccc2n2c(-c3ccc(C)cc3)c3c(=O)n(C)c(=O)n(C)c3c12 ?
GAA glycogen mod: 6.2%[76.3 µM]

What do the screens show for `OCC[C@@H]1C[C@@H](O)[C@H](O)[C@@]2(CCc3ccccc3CO2)O1`?
GAA glycogen mod: 16.2%[76.3 µM]

What do the screens show for `Nc1nonc1-n1nnc(C(=O)N/N=C/c2cc(Br)ccc2O)c1CNc1ccccc1`?
GAA glycogen mod: -1.8%[76.3 µM]

How did Cc1cc(S(=O)(=O)c2cc3ccc(O)c(C)c3oc2=O)ccc1F do in these assays?
GAA glycogen mod: 2.5%

Results for Cc1ccc(C)c(NC(=O)c2cc(-c3cc(C)cc(C)c3O)n[nH]2)c1 ?
GAA glycogen mod: 1.3%

Results for Cc1ccc(-c2cnc(NCc3ccc(C(F)(F)F)cc3)n2C)cc1 ?
GAA glycogen mod: inconclusive

What do the screens show for `O=C(c1ccc2nc[nH]c2c1)N1CCN(c2cccc(Cl)c2)CC1`?
GAA glycogen mod: -11.1%[76.3 µM]

What do the screens show for `COCCn1c(SCC(=O)N2CCCC2)nnc1-c1ccco1`?
GAA glycogen mod: 3.6%

Results for Cc1cc(NC(=O)COc2ccc(C)c(C)c2)no1 ?
GAA glycogen mod: 3.7%

How did COc1ccc(-c2nc(S(=O)(=O)c3ccc(Cl)cc3)c(NCc3ccccc3)o2)cc1 do in these assays?
GAA glycogen mod: -0.9%[76.3 µM]

Results for O=C1c2ccccc2-c2cccnc21 ?
GAA glycogen mod: -5.4%

What do the screens show for `COCCCNC(=O)CCc1c(C)c2cc3c(C)coc3cc2oc1=O`?
GAA glycogen mod: 0.1%

How did O=C(NC(=S)NC1C2CC3CC(C2)CC1C3)c1ccccc1 (stereo not given) do in these assays?
GAA glycogen mod: -1.5%[76.3 µM]

Results for COc1cccc(NC(=O)c2cc3ccccc3oc2=O)c1 ?
GAA glycogen mod: 14.1%[76.3 µM]

How did CCc1nc2ccccc2n1CCCCOc1ccc(C)cc1 do in these assays?
GAA glycogen mod: inconclusive

How did CCOC(=O)c1cccc(NC(=O)c2cc3c(Cl)nc4ccc(C)cc4c3s2)c1 do in these assays?
GAA glycogen mod: -1.9%[76.3 µM]

Results for CN(CC(=O)Nc1ccc(Cl)c(C(F)(F)F)c1)C(=O)CC1Sc2ccccc2NC1=O (stereo not given) ?
GAA glycogen mod: -2.6%[76.3 µM]

What do the screens show for `CN(C)c1ccc(CNc2ccc3c(c2)ncn3C(C)(C)C)cc1`?
GAA glycogen mod: inconclusive

Results for Cc1ccc(NC(=O)NCCN2CCN(c3ccccc3)CC2)cc1Cl ?
GAA glycogen mod: 1.7%

Results for CN(C)S(=O)(=O)c1ccc(C(=O)NCCSc2c(-c3ccc(Br)cc3)[nH]c3ccccc23)cc1 ?
GAA glycogen mod: 9.1%[76.3 µM]

Results for CC(=O)NC12CC3CC(C1)CC(C(=O)Nc1nc4c(C)cccc4s1)(C3)C2 ?
GAA glycogen mod: -0.4%[76.3 µM]

What do the screens show for `CC(C)(C)c1ccc(/C=N/NC(=O)C2CCCC2)cc1`?
GAA glycogen mod: -11.2%[76.3 µM]

Results for COc1cccc(NC(=O)c2cc3ccccc3cc2OC)c1 ?
GAA glycogen mod: -2.3%[76.3 µM]

How did Cc1ccc(NC(=O)c2cc(CC(C)C)nc3ccccc23)cc1 do in these assays?
GAA glycogen mod: 1.2%[76.3 µM]

Results for COC(=O)COc1ccc2c(=O)c(Oc3ccccc3Br)coc2c1 ?
GAA glycogen mod: 0.1%

How did O=C1C(=O)N(c2ccccn2)C(c2ccc(Br)cc2)/C1=C(/O)c1ccc(Br)cc1 (stereo not given) do in these assays?
GAA glycogen mod: -5.5%[76.3 µM]

Results for C=CCN(c1ccccc1)S(=O)(=O)c1ccc2[nH]cc(C(=O)NCCOC)c(=O)c2c1 ?
GAA glycogen mod: 1.7%

What do the screens show for `O=C(CN1C(=O)NC(Cc2c[nH]c3ccccc23)C1=O)NCCc1ccc(F)cc1` (stereo not given)?
GAA glycogen mod: -8.7%

What do the screens show for `Cc1ccc(S(=O)(=O)N(Cc2ccccc2)C(C)C)cc1`?
GAA glycogen mod: -0.9%[76.3 µM]

What do the screens show for `COC(=O)c1ccc(OC(=O)c2ccncc2)cc1O`?
GAA glycogen mod: 1.3%

What do the screens show for `C=CCn1c(CSc2ccccc2[N+](=O)[O-])n[nH]c1=S`?
GAA glycogen mod: -3.8%

How did Cn1c(=O)c2c(-c3ccccc3Br)n(C(C)(C)C)cc2n(C)c1=O do in these assays?
GAA glycogen mod: 9.1%[76.3 µM]

How did CC(C)c1ccc(NC(=O)C2CCN(S(=O)(=O)c3ccc4c(c3)C(C)(C)C(=O)N4C)CC2)cc1 do in these assays?
GAA glycogen mod: 13.8%[76.3 µM]

Results for O=C(NNC(=O)C12CC3CC(CC(C3)C1)C2)c1ccccc1F ?
GAA glycogen mod: -6.7%

How did CCOC(=O)c1sc2ncnc(Nc3cccc(C(=O)O)c3)c2c1C do in these assays?
GAA glycogen mod: -5.7%[76.3 µM]

What do the screens show for `Cc1ccc(CCNC(=O)c2oc(=O)c3ccccc3c2-c2ccc(C)cc2)cc1`?
GAA glycogen mod: 8.8%[76.3 µM]

How did CCc1cc2c(cc3c(=O)n(CCCC(=O)NCc4cccc(Br)c4)ncn32)s1 do in these assays?
GAA glycogen mod: -10.4%[76.3 µM]

Results for Cc1ccccc1Nc1c(-c2cccc(Cl)c2)nc2ncccn12 ?
GAA glycogen mod: inconclusive

Results for O=C1CNC(=O)N1c1ccc(Cl)cc1 ?
GAA glycogen mod: 1.1%

How did CCOc1ccc(OCc2ccc(C(=O)NC(C)(C)C)o2)cc1 do in these assays?
GAA glycogen mod: 4.2%[76.3 µM]

How did Cc1nn(CC(=O)Nc2ccc(Br)cc2F)c(=O)c2cccn12 do in these assays?
GAA glycogen mod: -6.7%[76.3 µM]

Results for COc1cc2c(C(=O)N(C)c3cccc(C(F)(F)F)c3)cn(CC(C)C)c(=O)c2cc1OC ?
GAA glycogen mod: -2.3%[76.3 µM]

What do the screens show for `O=C(NNC(=O)c1ccncc1)Nc1cccc(C(F)(F)F)c1`?
GAA glycogen mod: -2.7%[76.3 µM]

What do the screens show for `Cc1cnccc1CNC(=O)C1CCC(=O)N(Cc2ccc(Cl)cc2)C1` (stereo not given)?
GAA glycogen mod: 9.3%[76.3 µM]

How did CCCc1c(C)[nH]c2nc3ccccc3n2c1=O do in these assays?
GAA glycogen mod: -1.5%

What do the screens show for `COc1ccc(NC(=O)c2ccc(N3CCOCC3)nc2)cc1`?
GAA glycogen mod: -8.8%[76.3 µM]

How did COc1ccc(CN2CC(C(=O)NCCc3ccc(Cl)cc3)CC2=O)cc1 (stereo not given) do in these assays?
GAA glycogen mod: 3.7%[76.3 µM]

What do the screens show for `CC1CCN(c2nc3ccc(C(=O)NCCCN4CCCCC4)cc3s2)CC1`?
GAA glycogen mod: 15.3%[76.3 µM]

How did COc1ccccc1CNC(=O)Cc1c(C)c2cc3c(C)coc3c(C)c2oc1=O do in these assays?
GAA glycogen mod: -3.8%[76.3 µM]

How did CCn1c(SCC(=O)Nc2ccc3c(c2)n(C)c(=O)n3C)nnc1-c1ccncc1 do in these assays?
GAA glycogen mod: -3.8%[76.3 µM]

What do the screens show for `COc1cc2c(cc1OC)CN(Cc1ccc(C)cc1)CC2`?
GAA glycogen mod: 16.8%[76.3 µM]

How did COC(=O)C1=C(CS(=O)(=O)c2cc(OC)ccc2OC)NC(=O)NC1c1ccc(O)c(OC)c1 (stereo not given) do in these assays?
GAA glycogen mod: inconclusive

Results for O=C(NCc1cccc(Cl)c1)c1ccc(CS(=O)Cc2ccccc2Cl)o1 (stereo not given) ?
GAA glycogen mod: -4.9%&14.4%[76.3 µM]

Results for CN1C(=O)C(CC(=O)Nc2ccccc2F)N(NC(=O)c2ccc(Br)cc2)C1=S (stereo not given) ?
GAA glycogen mod: 1.3%

Results for O=C(CNC(=O)C1CCCCC1)NNC(=O)c1ccccc1Br ?
GAA glycogen mod: 1.7%[76.3 µM]

How did CC(C)CCC(C)NC(=O)Cc1ccc(S(=O)(=O)N2CCOCC2)s1 (stereo not given) do in these assays?
GAA glycogen mod: 4.0%[76.3 µM]

How did CCc1cccc(NC(=O)C(NS(=O)(=O)c2ccc3nc(C)sc3c2)C(C)C)c1 (stereo not given) do in these assays?
GAA glycogen mod: 6.6%[76.3 µM]

Among those listed so far, these have a nitro group on carbon.
Results for O=C1NCCN1CCNS(=O)(=O)c1ccccc1[N+](=O)[O-] ?
GAA glycogen mod: -6.4%

What do the screens show for `C=CCn1c(CSc2ccccc2[N+](=O)[O-])n[nH]c1=S`?
GAA glycogen mod: -3.8%

An excerpt from above in order of SMILES length, rising.
What do the screens show for `COc1cc2c(cc1OC)CN(Cc1ccc(C)cc1)CC2`?
GAA glycogen mod: 16.8%[76.3 µM]

What do the screens show for `COc1ccc(-c2csc3nc(-c4ccc(Cl)cc4)oc(=O)c23)cc1`?
GAA glycogen mod: -1.8%[76.3 µM]

What do the screens show for `COc1ccc(NC(=O)COc2ccc(C(=O)c3ccc(F)cc3)cc2)cc1S(N)(=O)=O`?
GAA glycogen mod: -5.6%[76.3 µM]
